# Screens from PubChem.
# RBX1-CUL1 inh: inhibitors of human ROC1-CUL1 ubiquitin ligase activity | in vitro K48 di-Ub FRET, acceptor:donor ratio, 45 min | inhibition, % at 10 µM | AID 1347404, 2020 | E3 ubiquitin-protein ligase RBX1 (Homo sapiens) + Cullin-1 (Homo sapiens), P62877+Q13616 | actives 0.6% (n = 140,000); in the data active = inhibition above about 25%
# Active calls of the source: *.
SMILES,RBX1-CUL1 inh
COc1cccc(COC(=O)c2ccc(-c3nnn(Cc4ccccc4)n3)cc2)c1,0
O=C1N2C=CN(CC2)C(=O)N1c1ccccc1,4
Cc1ccc(C)c(NC(=O)N2CCc3cc(S(=O)(=O)N4CCC(C)CC4)ccc32)c1,-1
CCOC(=O)c1ccc(NC2(C)C(=O)c3ccccc3C2=O)cc1,5
Cc1cc(-n2nnc3ccccc32)cc(C)n1,-3

# 2 compounds picked at random from those above:
SMILES,RBX1-CUL1 inh
Cc1ccc(C)c(NC(=O)N2CCc3cc(S(=O)(=O)N4CCC(C)CC4)ccc32)c1,-1
CCOC(=O)c1ccc(NC2(C)C(=O)c3ccccc3C2=O)cc1,5

# Some of the compounds tested, so the mix of outcomes need not match the whole.
